E-sel TNF inh: blocks E-selectin expression induced by TNF alpha. inhibition, % at 2 µM. AID 1246. actives 0.71% (n = 120,000). HUVEC TNFa-induced E-selectin immunofluorescence, high content;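 active means inhibition above the batch mean plus 3 SD, and confirmed as a hit on visual image review, cut at about 43% in these data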;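 further: 0% = TNF-stimulated DMSO wells and 100% = unstimulated control wells; not every result past the cut was called active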
NPY Y2 blocker: blocks the human neuropeptide Y Y2 receptor. NPY-Y2 expressing cells, antagonist mode. inhibition, % at 2.7 µM. actives 0.99% (n = 140,000). AID 793; in the data active means inhibition above about 17%;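 further: 0% = vehicle with agonist challenge and 100% = reference antagonist with challenge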
Target sequence (P49146 whole entry, looked up): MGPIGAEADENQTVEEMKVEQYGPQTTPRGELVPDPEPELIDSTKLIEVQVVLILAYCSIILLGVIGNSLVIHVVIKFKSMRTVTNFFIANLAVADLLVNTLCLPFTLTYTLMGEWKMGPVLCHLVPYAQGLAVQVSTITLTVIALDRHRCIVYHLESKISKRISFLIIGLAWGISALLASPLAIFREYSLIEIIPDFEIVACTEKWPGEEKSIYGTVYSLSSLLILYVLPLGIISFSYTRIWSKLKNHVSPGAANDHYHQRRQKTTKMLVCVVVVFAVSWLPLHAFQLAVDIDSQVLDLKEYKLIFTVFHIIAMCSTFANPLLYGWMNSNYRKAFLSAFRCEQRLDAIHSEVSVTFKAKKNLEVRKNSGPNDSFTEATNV
PTEN del growth: PTEN-deleted cell growth suppression. HCT116 PTEN-null viability, CellTiter-Glo, 60 h; active compounds read low. viability, % at 10 µM. actives 1.2% (n = 140,000). AID 827;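 active means viability at or below a set limit, 4 SD under the median of all tested compounds, cut at about 3.7% in these data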;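 further: PTEN knockout HCT116 line with beta catenin targeted HCT116 as companion control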
bCat KO growth: beta-catenin-lacking colon tumor cell growth suppression | HCT116 beta-catenin knockout viability, CellTiter-Glo, 60 h; active compounds read low | viability, % at 10 µM | actives 1.5% (n = 140,000);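 active means viability at or under a set limit, the compound median less 4 SD, cut at about 6% in these data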;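 further: 0% = Hyamine 1622 control at 20 µM and 100% = untreated cell control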
MRP-1 activ: activates MRP-1. H69AR cells + doxorubicin, viability rescue, CellTiter-Glo. viability increase, % at 10 µM. actives 0.61% (n = 140,000). AID 799;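 active means viability gain under doxorubicin at or above a set limit, the compound median plus 3 SD, cut at about 4.7% in these data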;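 further: MRP-1 overexpressing cells given doxorubicin 25 µM after compound pretreatment; 18-22 h compound pretreatment then 72 h with doxorubicin before readout; 0% = doxorubicin-only wells and 100% = vehicle-treated cells without doxorubicin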
Yeast life ext: extends the lifespan of yeast | S. cerevisiae growth with nicotinamide, OD615; deaD strain in restrictive glucose medium | actives 0.68% (n = 130,000) | inhibition of the nicotinamide effect, % at 10 µM;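 active means inhibition above a set limit, placed 3 SD over the median of all compounds, cut at about 26% in these data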;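 further: 0% = nicotinamide-treated wells and 100% = cells grown without nicotinamide; some compounds called inactive have numbers as strong as hits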
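Test system: DeaD-strain S. cerevisiae / Buffer or medium: restrictive glucose medium / Also added: nicotinamide 1.5 mM / Doses: one concentration, 10 µM, DMSO 0.25% / Schedule: 48 h at 30 °C / Signal: OD615 measurement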
Yeast growth inh: yeast BB579 growth reduction in restrictive medium | S. cerevisiae BB579 growth, OD615, 48 h | inhibition, % at 10 µM | actives 0.51% (n = 140,000) | AID 804;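 active means inhibition above a set limit, 3 SD over the mean compound inhibition, cut at about 44% in these data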; further: inactives centre near -24
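Assay system – yeast BB579 (DeaD) · Dosing – single compound dose of 10 µM, 0.25% DMSO final · Detection – OD615 turbidity measurement · Buffer or medium – CSMM-D restrictive synthetic medium containing dextrose (glucose) · Benchmarks – positive control amphotericin B 10 µg/mL · Incubation – 48 h exposure, 30 °C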
Measles CPE: protection of cells from measles virus; Measles virus-infected cells, CPE protection, absorbance; protection (pct of control), % at 4 µM; actives 1.5% (n = 140,000); AID 841; in the data active means protection mostly above about 24%, no sharp cut-off; inactive means mostly below about 26%; further: some compounds called inactive have numbers as strong as hits
GALR2 blocker: GALR2 (human) receptor antagonism; O43603; GALR2-expressing cells, antagonist mode; inhibition, % at 4 µM; actives 0.39% (n = 140,000); AID 828; in the data active means inhibition above about 27%;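 further: cells stimulated with galanin 1-16 at roughly its EC80; 0% = agonist challenge control and 100% = basal control without agonist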
Target sequence (O43603 whole entry, looked up): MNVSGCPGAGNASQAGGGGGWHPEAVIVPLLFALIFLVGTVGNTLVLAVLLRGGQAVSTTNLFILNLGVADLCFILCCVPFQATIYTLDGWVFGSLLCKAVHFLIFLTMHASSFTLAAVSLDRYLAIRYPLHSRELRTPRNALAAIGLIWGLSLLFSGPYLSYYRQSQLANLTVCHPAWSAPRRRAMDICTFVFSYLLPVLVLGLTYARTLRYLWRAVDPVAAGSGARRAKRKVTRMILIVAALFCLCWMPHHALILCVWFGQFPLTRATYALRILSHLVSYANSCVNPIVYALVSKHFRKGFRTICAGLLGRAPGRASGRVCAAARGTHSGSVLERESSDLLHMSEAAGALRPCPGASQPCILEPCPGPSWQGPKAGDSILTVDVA
Phagocytosis inh: macrophage phagocytosis inhibition. J774A.1 macrophage IgG-bead phagocytosis, imaging. inhibition, % at 5 µM. actives 0.07% (n = 110,000). AID 1029;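 active means inhibition above the mean of the plate negative controls plus 5 SD, cut at about 13% in these data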;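 further: phagocytic index as fraction of beads internalized from green versus red external bead signal; plate controls were DMSO negative control for no effect and cytochalasin-D positive control for full effect; some results beyond the cut were filed as inactive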
The depositor's hits bear a star; nt = not tested or not shown.

SMILES	E-sel TNF inh	NPY Y2 blocker	PTEN del growth	bCat KO growth	MRP-1 activ	Yeast life ext	Yeast growth inh	Measles CPE	GALR2 blocker	Phagocytosis inh
CCOC(=O)C(=Cc1cc(=O)c(OC)co1)C(=O)OCC	13	2	1.4*	1.9*	-5.2	35*	-16	0	41*	-2
CCOC(=O)c1nnn(CC(=O)Nc2cc(Cl)ccc2C)c1C(=O)OCC	-3	-1	93	104	-3.1	-6	-20	10	2	-1
O=S(=O)(Cc1ccccc1)N1CCn2c(nc3ccccc32)C1	nt	2	100	109	1.9	4	-40	3	-5	0
CCOC(=O)N1CCN(C(=O)NC23CC4CC(CC(C4)C2)C3)CC1	-2	1	95	93	-3.5	-13	28	3	-8	-2
Cc1cccnc1NS(=O)(=O)c1cccc([N+](=O)[O-])c1	-21	1	92	97	-2.5	5	-32	5	7	5
COc1ccc(/C=N/c2c(-c3ccc(OC)cc3)nc3n2CCS3)cc1	-4	2	89	86	-5.4	nt	-46	16	3	nt
CC(C)(C)n1ncc2c(=O)n(CC(=O)OCc3ccccc3)cnc21	5	4	105	96	-0.8	-13	-30	10	-12	0
COc1cc(NC(=O)CSc2nnnn2Cc2ccc3c(c2)OCO3)cc(OC)c1	-17	5	94	92	-1.2	-6	-35	19	-5	0
CCC(C)Nc1nc(OC(C(F)(F)F)C(F)(F)F)nc(OC(C(F)(F)F)C(F)(F)F)n1 (stereo unspecified)	43*	0	92	87	1.6	nt	-16	8	6	nt
CCC(=O)Nc1ccc(NC(=O)c2ccco2)c(OC)c1	11	0	115	103	1.6	-14	-22	18	0	-4

Remaining list, next part
SMILES	E-sel TNF inh	NPY Y2 blocker	PTEN del growth	bCat KO growth	MRP-1 activ	Yeast life ext	Yeast growth inh	Measles CPE	GALR2 blocker	Phagocytosis inh
O=S(=O)(NCc1ccco1)c1ccc(S(=O)(=O)N2CCCCC2)cc1	8	-3	102	96	-1.6	nt	-13	2	15	nt
COCCCn1c(-c2ccccc2Cl)n[nH]c1=S	-7	1	99	96	-1.7	-3	17	25	-5	-4
O=C(CCN1C(=O)c2ccccc2C1=O)N1CCN(c2ccccn2)CC1	-49	2	105	93	1.1	3	-10	7	-13	0
Cc1ccc(-c2nnc(SCC(=O)N/N=C/c3ccc(C)s3)n2-c2ccccc2)cc1	16	2	106	105	-3.7	-5	-5	2	7	-9
CC(Oc1ccc(C(=O)c2ccccc2)cc1)C(=O)Nc1ccc(S(N)(=O)=O)cc1 (stereo unspecified)	nt	-1	90	85	-1.1	-4	6	9	3	-5
OC(CSc1ccccc1Cl)CN1CCN(c2ccc(F)cc2)CC1 (stereo unspecified)	10	3	86	99	-0.1	-8	-34	30	-3	0
O=C(OCCN(C1=NS(=O)(=O)c2ccccc21)c1ccc(Cl)cc1)c1ccco1	-14	6	93	85	-5.2	-7	-38	28	-9	-1
CCn1cc(CN(C)S(=O)(=O)c2ccc3ccccc3c2)c(C)n1	nt	25*	46	36	-3.4	3	-29	21	16	1
O=C(c1ccco1)N1CCCC(c2nc(-c3ccc(S(=O)(=O)NCc4ccccc4)cc3)no2)C1 (stereo unspecified)	25	3	39	45	-3.9	-6	-37	23	16	nt
CCCCCn1c(CN2CCN(Cc3ccccc3)CC2)nc2c1c(=O)[nH]c(=O)n2C	-8	2	92	103	-1.9	-5	5	nt	-8	-1

Further entries follow.
SMILES	E-sel TNF inh	NPY Y2 blocker	PTEN del growth	bCat KO growth	MRP-1 activ	Yeast life ext	Yeast growth inh	Measles CPE	GALR2 blocker	Phagocytosis inh
N#Cc1cc(-c2ccccc2)cn(Cc2c(Cl)cccc2Cl)c1=O	nt	0	92	91	-1.6	-1	-48	53*	7	0
N#Cc1ccc(-c2ccco2)nc1SCc1ccccc1	38	0	66	79	-3.3	-18	-70	19	1	0
O=C(c1cnc2n(c1=O)CCS2)N1CCN(c2ccc(Cl)c(Cl)c2)CC1	-5	0	86	92	0.4	-23	-6	5	-10	nt
COc1ccc(OC)c(C2CC(=O)N3CN(c4ccc(C)c(Cl)c4)CSC3=C2C#N)c1 (stereo unspecified)	7	1	87	92	-3.3	-8	-42	4	-3	nt
C[C@@H]1CCC[C@@]2(O[C@H](CCO)C[C@@H](O)[C@@H]2O)O1	-20	0	88	89	-1.3	4	-13	14	0	nt
CCOC(=O)NNC1CC(=O)N(c2ccccc2)C1=O (stereo unspecified)	-19	2	96	95	-2.3	1	7	1	1	-1
Cc1ccc(S(=O)(=O)N2CCCC(C(=O)N3CCCc4ccccc43)C2)cc1 (stereo unspecified)	33	1	80	81	-1.4	-21	-41	11	7	0
CCCCCc1nc(-c2nonc2N)no1	0	3	98	87	-0.3	2	-48	5	-3	nt
CCNC(=S)NNC(=O)c1cc(-c2ccc(OC)cc2)nc2ccccc12	nt	2	61	55	-1.4	2	3	17	2	-2
O=c1c2c(-c3cccs3)csc2ncn1-c1ccccc1	-23	-2	92	91	-3.1	nt	-52	7	-8	nt

Going on with the list.
Results follow in this order: E-sel TNF inh, NPY Y2 blocker, PTEN del growth, bCat KO growth, MRP-1 activ, Yeast life ext, Yeast growth inh, Measles CPE, GALR2 blocker, Phagocytosis inh
Cc1ccn(-c2ccc([N+](=O)[O-])cc2)n1
    -28, -1, 98, 97, 1.4, -8, 19, 3, 4, 0
COC(=O)c1cn(C)c2ccc(S(=O)(=O)N3CC(C)CC(C)C3)cc2c1=O (stereo unspecified)
    -16, 1, 72, 72, -2.9, -20, -25, 4, 3, nt
Cc1ccccc1-n1c(=O)cc(N2CCCCCC2)[nH]c1=O
    -33, 0, 96, 96, -3.4, -4, -8, 13, 4, nt
Cc1noc(COc2ccccc2OCC(N)=O)c1Cl
    -4, -2, 106, 107, -1.7, -8, -33, 5, 4, 3
CC1(c2ccccc2)NC(=O)N(CC(=O)N2CCOCC2)C1=O (stereo unspecified)
    10, 0, 96, 99, -2.6, 7, -11, 1, -2, 1
CN1/C(=C\C=C2/C(=O)Oc3ccccc3C2=O)C(C)(C)c2ccccc21
    nt, 0, 82, 86, -2.0, 3, -28, 10, 3, -4
CCc1nc2cc(CC(=O)O)ccc2o1
    8, 3, 83, 94, -1.6, -7, -15, 4, -8, nt
CC12CN(C(=O)c3ccco3)CC(c3ccccc3)(CN(C(=O)c3ccco3)C1)C2=O
    -25, 3, 87, 92, -3.7, -5, -22, 11, -6, nt
COc1ccc(-n2c(C)cc(/C=C(\C#N)C(=O)NCc3ccco3)c2C)cc1
    nt, 2, 94, 100, 0.1, -2, 4, 19, 1, -3
CCn1c(CCNC(=O)c2cccs2)nnc1SCC(=O)Nc1nc(-c2ccccc2)cs1
    -21, 0, 93, 96, -3.2, nt, -4, 34*, 4, nt
CCOC(=O)c1cc2occc2n1CCCN1C(=O)c2ccccc2C1=O
    13, 3, 99, 91, -0.3, -12, -42, 5, -15, 0
CCOC(=O)N1CCN(S(=O)(=O)c2ccc(C(=O)Nc3ccc(F)cc3F)cc2)CC1
    24, 8, 15, 11, -4.2, -3, -44, 2, 9, 4
COCCn1c(C)cc(C(=O)COC(=O)c2ccc3ncsc3c2)c1C
    1, 4, 62, 47, -0.2, -9, -31, 2, -6, -2
O=C(c1ccc(C(=O)N2CCOCC2)nc1)N1CCOCC1
    -18, 3, 102, 93, 1.2, 0, -16, 13, 14, 0
Cn1c(Cl)cnc1C(O)c1ccccc1 (stereo unspecified)
    18, 3, 101, 105, 2.1, 1, -6, 2, 13, 2
Clc1ccc2nc(-c3ccc(Br)s3)cn2c1
    nt, 5, 68, 74, -5.8, -5, -41, 1, 11, -1
CC1Cc2ccccc2N1C(=O)CN1C(=O)CN(C)C(=O)c2ccccc21 (stereo unspecified)
    -1, 1, 108, 102, -0.7, 16, -58, 6, 0, 0
CCN1C(=O)C(O)(CC(=O)c2cc(C)ccc2C)c2ccccc21 (stereo unspecified)
    9, 3, 88, 81, -0.1, -2, -39, 10, 9, 0
O=C(c1ccncc1)N(Cc1ccco1)Cc1cc2ccccc2[nH]c1=O
    nt, 0, 103, 94, -2.5, 0, -26, 13, 2, -1
COc1ccc(-n2c(C)cc(C(=O)CN3C(=O)c4ccccc4C3=O)c2C)cc1
    -5, 4, 81, 91, 1.1, -3, -19, 4, -9, -6

Part of the list above, field by field.
> COc1ccc(/C=N/c2c(-c3ccc(OC)cc3)nc3n2CCS3)cc1
  E-sel TNF inh: -4
  NPY Y2 blocker: 2
  PTEN del growth: 89
  bCat KO growth: 86
  MRP-1 activ: -5.4
  Yeast life ext: nt
  Yeast growth inh: -46
  Measles CPE: 16
  GALR2 blocker: 3
  Phagocytosis inh: nt

> Cc1ccccc1-n1c(=O)cc(N2CCCCCC2)[nH]c1=O
  E-sel TNF inh: -33
  NPY Y2 blocker: 0
  PTEN del growth: 96
  bCat KO growth: 96
  MRP-1 activ: -3.4
  Yeast life ext: -4
  Yeast growth inh: -8
  Measles CPE: 13
  GALR2 blocker: 4
  Phagocytosis inh: nt

Later entries
Results follow in this order: E-sel TNF inh, NPY Y2 blocker, PTEN del growth, bCat KO growth, MRP-1 activ, Yeast life ext, Yeast growth inh, Measles CPE, GALR2 blocker, Phagocytosis inh
CCN(Cc1ccccc1)S(=O)(=O)c1ccc(S(=O)(=O)N(Cc2ccccn2)Cc2ccco2)cc1
    3, -1, 66, 73, -1.8, -1, -23, 9, -1, -1
Cc1[nH][nH]c(=O)c1C(c1ccc(-c2ccc(Cl)cc2)o1)c1c(C)[nH][nH]c1=O
    13, 1, 54, 55, -2.4, -15, 40, 8, -13, -2
COc1ccc(NS(=O)(=O)c2cc(-c3nnnn3C)ccc2OC)cc1
    -9, -1, 105, 93, 0.5, -12, 12, 1, 1, nt
Cc1ccc(NC(=O)Cn2cccc2)cc1C
    -12, 1, 65, 72, -0.4, -17, -1, 29, 1, nt
CN1/C(=C\C(=S)NC(=O)c2ccc([N+](=O)[O-])cc2)C(C)(C)c2ccccc21
    nt, 2, 60, 20, -1.0, 7, -18, 6, -8, -7
CCNC(=S)N1CCN(c2ccccc2OCC)CC1
    23, 2, 100, 100, -1.3, 4, -9, 3, 5, 0
O=C(CSc1nnc2ccccn12)NC(=O)NC1CCCCC1
    nt, -1, 94, 106, -0.1, -8, -50, 30, -4, 3
Clc1ccc(Cn2c(/C=C/c3ccco3)nc3ccccc32)cc1
    -15, 5, 77, 75, -2.9, -1, -34, 13, -3, -5

Entries of single compounds, quoted from the list:
`Clc1ccc(Cn2c(/C=C/c3ccco3)nc3ccccc32)cc1` is entered as E-sel TNF inh = -15; NPY Y2 blocker = 5; PTEN del growth = 77; bCat KO growth = 75; MRP-1 activ = -2.9; Yeast life ext = -1; Yeast growth inh = -34; Measles CPE = 13; GALR2 blocker = -3; Phagocytosis inh = -5
`Cc1ccn(-c2ccc([N+](=O)[O-])cc2)n1` is entered as E-sel TNF inh = -28; NPY Y2 blocker = -1; PTEN del growth = 98; bCat KO growth = 97; MRP-1 activ = 1.4; Yeast life ext = -8; Yeast growth inh = 19; Measles CPE = 3; GALR2 blocker = 4; Phagocytosis inh = 0

Source: PubChem (several laboratories)
